proCasp3 act – activators of human procaspase-3 D3A mutant, primary screen, biochemical, absorbance, PC-3 D3A mutant, single concentration | Caspase-3 (Homo sapiens), P42574 | hit rate 0.11% among 330,000 | activation, % at 8.5 µM | recombinant procaspase-3 D3A, Ac-DEVD-pNA absorbance 405 nm;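 active = activation above the mean of all tested compounds plus 3 SD, cut at about 21% in these data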;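 note: 0% = DMSO alone and 100% = DMSO wells spiked with extra 5 µM PC-3 D3A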
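assay system = Procaspase-3 D3A mutant | signal = absorbance at 405 nm, 0 and 120 min | times = 1 h preincubation plus 2 h reaction at 25 °C | repeats = single replicate | read-out = % activation between DMSO and enzyme-spiked controls | medium = Zinc-free HEPES saline buffer with Triton X-100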
LAP4-GFP MLPCN – modulators of LAP4-GFP expression in yeast, primary screen, S. cerevisiae, multiplex flow cytometry, MLPCN library | 3 h; median GFP as percent of DMSO wells | GFP response vs DMSO, % at 10 µM | hit rate 0.34% among 320,000 | AID 2023, 2009;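 active = GFP response vs DMSO above a set limit, about the screen mean plus 3 SD, cut at about 150% in these data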
MEP2-GFP yeast – modulators of MEP2-GFP levels in yeast, primary screen, S. cerevisiae, multiplex flow cytometry, MLPCN library; S. cerevisiae MEP2-GFP strain, 3 h; 100% = DMSO control level; GFP response vs DMSO, % at 10 µM; hit rate 0.51% among 330,000;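 active = GFP response versus DMSO above a set limit, roughly screen mean plus 3 SD, cut at about 180% in these data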;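 note: median GFP fluorescence of the barcode-gated MEP2-GFP cells per well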
AHR act – AHR activators, primary screen, cell-based, luminescence, luciferase reporter, human. Aryl hydrocarbon receptor (Homo sapiens), P35869. AHR-responsive luciferase reporter cells. activation, % at 5 µM. hit rate 2.5% among 320,000; in the data active = activation above about 47%;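 note: 0% = vehicle wells and 100% = reference agonist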
EBNA-1 inh – EBNA-1 DNA-binding inhibitors, primary screen, biochemical, fluorescence polarization. inhibition, % at 14.8 µM. hit rate 0.34% among 300,000. AID 1950, 2009; in the data active = inhibition above about 28%
proCasp7 act – procaspase-7 activators, primary screen, counter-screen for procaspase-3 activator project, biochemical, absorbance, HTS, human; recombinant procaspase-7, Ac-DEVD-pNA absorbance 405 nm; D23A/D198A/D206A triple mutant, cannot self-cleave; scale: DMSO 0, 5 µM enzyme 100; AID 463210, 2010; Caspase-7 (Homo sapiens), P55210; activation, % at 8.5 µM; hit rate 0.093% among 330,000;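 active = percent activation above the screen-wide mean plus 3 SD, cut at about 25% in these data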
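Assay system – Uncleavable procaspase-7 mutant enzyme · Quantity – 2 µM procaspase-7 mutant as dispensed · Times – 1 h preincubation, 2 h reaction · Dosing – single nominal 8.5 µM compound dose, 0.8% DMSO final · Buffer or medium – Zinc-free 50 mM HEPES buffer, pH 7.4, with NaCl and Triton X-100 · Detection – Epi-absorbance of released pNA at 405 nm, two timepoints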
RPL19A-GFP yeast – RPL19A-GFP expression modulators in yeast, primary screen, cell-based, S. cerevisiae, multiplex flow cytometry, MLPCN. S. cerevisiae RPL19A-GFP strain, 3 h; stronger effect = lower value. hit rate 0.3% among 330,000. percent response vs DMSO, % at 10 µM;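 active = percent response vs DMSO below 50%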;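 note: median channel GFP fluorescence of the barcoded RPL19A-GFP strain; ratio of sample median GFP to plate DMSO average so 100% = DMSO; lower means less RPL19A-GFP as with rapamycin TOR inhibition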
ZTA counter – blocks Epstein-Barr virus ZTA, an EBNA-1 counter-screen | ZTA-DNA binding, fluorescence polarization | inhibition, % at 11 µM | AID 2234 | P03206 | hit rate 0.15% among 320,000; in the data active = inhibition above about 33%
* hit, by the source's call; . = no result given.

cpd | mol | proCasp3 act | LAP4-GFP MLPCN | MEP2-GFP yeast | AHR act | EBNA-1 inh | proCasp7 act | RPL19A-GFP yeast | ZTA counter
1 | COc1ccc(C)cc1NC(=O)NC1CCN(Cc2ccccc2)CC1 | 9 | 97 | 108 | 3 | 7 | -3 | 98 | 9
2 | O=C(NCCNc1ccc([N+](=O)[O-])cc1C(F)(F)F)c1ccccc1 | 2 | 105 | 113 | 6 | 5 | 6 | 104 | -7
3 | COc1ccc(/C=C2\SC(=S)N(CCC(=O)NCCCN3CCOCC3)C2=O)cc1 | -11 | 97 | 105 | -2 | -10 | -20 | 101 | 16
4 | CCOC(=O)c1cc2c(=O)n3ccccc3nc2n(C(C)C)c1=NC(=O)c1c(-c2c(F)cccc2Cl)noc1C | -2 | 93 | 92 | 4 | -10 | 2 | 101 | -3
5 | COc1cccc(CC(=O)OCC(=O)N(C)CC(=O)Nc2ccc(Cl)c(C(F)(F)F)c2)c1 | -6 | 109 | 104 | 0 | -7 | -3 | 102 | -5
6 | COC(=O)c1c(N2C(=O)CC(Sc3ccccc3C(=O)O)C2=O)sc2c1CCCC2 (stereo not given) | -18 | 103 | 97 | 3 | 6 | -19 | 99 | 11
7 | Cc1c(-c2ccccc2)nc2ccccc2c1C(=O)OCC(=O)Nc1ncc(C(F)(F)F)cc1Cl | 8 | 94 | 99 | 4 | 15 | 3 | 99 | 12
8 | O=C(Oc1c(Cl)cc(Cl)c2ccccc12)N1CCCC1 | 0 | 84 | 98 | 19 | 6 | 6 | 95 | 7
9 | CCOC(=O)c1cccc(NC(=O)C2CCCN(c3nnc(N4CCCC4=O)s3)C2)c1 (stereo not given) | -1 | 111 | 106 | 4 | 6 | 2 | 94 | -1
10 | CCOC(=O)C1CCN(C(=O)C2CC(=O)N(c3ccc(C)cc3)C2)CC1 (stereo not given) | 4 | 100 | 101 | 2 | 4 | 3 | 98 | 8
11 | CC(NC(=O)COC(=O)c1cn(-c2ccccc2)nc1-c1cccs1)c1ccccc1 (stereo not given) | -3 | 94 | 105 | 0 | 7 | -4 | 93 | 5
12 | N=C(c1cccc([N+](=O)[O-])c1)N1CCCCCC1 | -2 | 96 | 102 | 0 | 8 | 5 | 103 | -7
13 | O=C(NCc1cccnc1)c1cnc2n(c1=O)CCS2 | -2 | 188* | 250* | 13 | -4 | -4 | 104 | -4
14 | CCOC(=O)CN1CC23C=CC(O2)C(C(=O)NCc2cccs2)C3C1=O (stereo not given) | 2 | 101 | 103 | 3 | -2 | -7 | 98 | 4
15 | O=C(NC1CCN(S(=O)(=O)c2ccccc2C(F)(F)F)CC1)c1ccco1 | -6 | 88 | 93 | 4 | -2 | 12 | 102 | -2

More structures.
cpd | mol | proCasp3 act | LAP4-GFP MLPCN | MEP2-GFP yeast | AHR act | EBNA-1 inh | proCasp7 act | RPL19A-GFP yeast | ZTA counter
16 | CC(C)(C)c1ccc(OCC(=O)N2CCN(c3ncccn3)CC2)cc1 | 3 | 107 | 101 | 7 | 8 | -2 | 101 | -1
17 | Cc1cc2c(c(=O)n1Cc1ccc3c(c1)OCO3)C(c1cccnc1)C(C#N)=C(N)O2 (stereo not given) | 0 | 94 | 89 | 0 | 2 | -9 | 99 | -5
18 | N/C(=N\OC(=O)c1ccccc1)c1ccncc1 | -3 | 104 | 100 | -2 | -7 | 0 | 98 | -10
19 | CCOc1ccccc1OCCCC(=O)N(CC)CC(=O)Nc1ccc(NC(C)=O)cc1 | -6 | 103 | 101 | 4 | 0 | 5 | 98 | 3
20 | CC(=O)Nc1ccc2c(c1)nc(C)n2-c1ccccc1 | 0 | 101 | 105 | 5 | 7 | -6 | 98 | 16
21 | COC(=O)c1ccc(CSc2nc(N3CCOCC3)c3c(c2C#N)CC(C)(C)OC3)o1 | -9 | 102 | 109 | 2 | -9 | 16 | 98 | -1
22 | O=C1c2ccccc2C(Nc2ccc(F)c(Cl)c2)N1c1ccccn1 (stereo not given) | 4 | 97 | 96 | 5 | 1 | -1 | 97 | -1
23 | N#CCCn1nc(-c2ccccc2)c2ccccc2c1=O | -4 | 75 | 96 | 1 | -1 | 5 | 97 | 9
24 | CC(=O)NCCOC(=O)c1nn(Cc2ccccc2)c(=O)c2ccccc12 | 11 | 97 | 103 | 3 | -3 | -1 | 100 | 2
25 | Cc1ccc(S(=O)(=O)CC(=O)NC(C)(C)C)cc1 | 1 | 110 | 106 | 9 | 9 | 2 | 103 | -13
26 | Cc1c(C(=O)NCc2ccccc2)c(-c2ccccc2)nn1-c1ccccc1 | 1 | 106 | 99 | 0 | -4 | -1 | 103 | 10
27 | COC(=O)c1ccccc1NC(=O)CSc1nc(N)cc(=O)[nH]1 | -1 | 101 | 109 | 1 | 9 | 2 | 94 | 10
28 | CC1(C)Cc2cccc(OCC(N)=O)c2O1 | 4 | 98 | 104 | 0 | -1 | 2 | . | -14
29 | CCN(CC)c1nc2n(c(=O)n1)CCO2 | 2 | 97 | 103 | 0 | -6 | -1 | 99 | -5
30 | COC(=O)CCCCCCCCC(=O)Nc1nc2ccccc2s1 | 1 | 104 | 97 | 11 | 1 | -5 | 97 | -18
31 | NC(=O)c1ccc(Cn2c(C(=O)c3ccc(Cl)cc3)c3ccccc3[n+]2[O-])cc1 | 8 | 96 | 105 | 15 | 4 | -2 | 102 | -29

Grouped by structure: the entries above containing sulfur
cpd | mol | proCasp3 act | LAP4-GFP MLPCN | MEP2-GFP yeast | AHR act | EBNA-1 inh | proCasp7 act | RPL19A-GFP yeast | ZTA counter
3 | COc1ccc(/C=C2\SC(=S)N(CCC(=O)NCCCN3CCOCC3)C2=O)cc1 | -11 | 97 | 105 | -2 | -10 | -20 | 101 | 16
6 | COC(=O)c1c(N2C(=O)CC(Sc3ccccc3C(=O)O)C2=O)sc2c1CCCC2 (stereo not given) | -18 | 103 | 97 | 3 | 6 | -19 | 99 | 11
9 | CCOC(=O)c1cccc(NC(=O)C2CCCN(c3nnc(N4CCCC4=O)s3)C2)c1 (stereo not given) | -1 | 111 | 106 | 4 | 6 | 2 | 94 | -1
11 | CC(NC(=O)COC(=O)c1cn(-c2ccccc2)nc1-c1cccs1)c1ccccc1 (stereo not given) | -3 | 94 | 105 | 0 | 7 | -4 | 93 | 5
13 | O=C(NCc1cccnc1)c1cnc2n(c1=O)CCS2 | -2 | 188* | 250* | 13 | -4 | -4 | 104 | -4
14 | CCOC(=O)CN1CC23C=CC(O2)C(C(=O)NCc2cccs2)C3C1=O (stereo not given) | 2 | 101 | 103 | 3 | -2 | -7 | 98 | 4
15 | O=C(NC1CCN(S(=O)(=O)c2ccccc2C(F)(F)F)CC1)c1ccco1 | -6 | 88 | 93 | 4 | -2 | 12 | 102 | -2
21 | COC(=O)c1ccc(CSc2nc(N3CCOCC3)c3c(c2C#N)CC(C)(C)OC3)o1 | -9 | 102 | 109 | 2 | -9 | 16 | 98 | -1
25 | Cc1ccc(S(=O)(=O)CC(=O)NC(C)(C)C)cc1 | 1 | 110 | 106 | 9 | 9 | 2 | 103 | -13
27 | COC(=O)c1ccccc1NC(=O)CSc1nc(N)cc(=O)[nH]1 | -1 | 101 | 109 | 1 | 9 | 2 | 94 | 10
30 | COC(=O)CCCCCCCCC(=O)Nc1nc2ccccc2s1 | 1 | 104 | 97 | 11 | 1 | -5 | 97 | -18

Screening data (PubChem BioAssay)
